Giardia FBPA inh: qHTS Assay for Inhibitors of Fructose-1,6-bisphosphate Aldolase from Giardia Lamblia | A8B2U2 | purified Giardia FBPA | Potency, µM (titrated, usually from 59.6 µM), inactives show top-dose activity, negative = inhibition, actives largely listed as inhibitors | 290,000 tested, 0.71% active; note: potency is the fitted concentration of half-maximal effect; nearly all actives have a fitted effect of over 55% in size
Target sequence (A8B2U2 whole entry, looked up): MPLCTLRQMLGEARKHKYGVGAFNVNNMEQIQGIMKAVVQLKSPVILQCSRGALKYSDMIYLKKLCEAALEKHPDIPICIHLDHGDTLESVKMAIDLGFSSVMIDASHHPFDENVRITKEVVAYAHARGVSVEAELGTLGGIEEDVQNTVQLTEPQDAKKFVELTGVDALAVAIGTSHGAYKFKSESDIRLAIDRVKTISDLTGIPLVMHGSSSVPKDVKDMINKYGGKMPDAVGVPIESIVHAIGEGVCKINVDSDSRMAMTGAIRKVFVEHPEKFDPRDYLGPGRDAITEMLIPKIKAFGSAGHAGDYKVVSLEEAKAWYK
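Giardia FBPA (40 nM reagent) was preincubated 10 min at RT with compound (up to 57.5 uM final), then substrate plus GAPDH/TPI/NAD/arsenate coupling system with diaphorase/resazurin was added; resorufin fluorescence (525/598 nm) was read after 20 min.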
HCMV antiviral: qHTS Assay for inhibitors of the human cytomegalovirus (HCMV) | HFF cells, HCMV-luciferase reporter, 72 h; stronger effect = lower value | activity change, negative = inhibition, % at 57.5 µM | 410,000 tested, 4.5% active; in the data active = activity change below about -60%; inconclusive = no clear call, values can overlap the other calls; inactive = above about -39%
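Compounds were evaluated in HFFs infected with an HCMV luciferase reporter virus (MOI 1 PFU/cell). Luciferase in lysates collected 72 h post infection served as the replication measure.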
Sm TGR block: qHTS Assay for the Inhibitors of Schistosoma Mansoni Peroxiredoxins | Schistosoma mansoni thioredoxin glutathione reductase (TGR), Q962Y6 | purified TGR, DTNB reduction, TNB absorbance 405 nm | Potency, µM (series often up to 114 µM), for inactives: at the top dose activity change, negative = inhibition, hits mostly inhibitors | 360,000 tested, 3% active | AID 485364, 2010; note: potency is the fitted concentration of half-maximal effect; nearly all actives have a fitted effect of over 60% in size
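Kinetic colorimetric format: TGR-catalysed, NADPH-driven DTNB reduction monitored via TNB absorbance. Enzyme dispensed at 20 nM; compound exposure 15 min at room temperature before reaction start.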
AmpC detergent: qHTS Inhibitors of AmpC Beta-Lactamase (assay with detergent); P00811; AmpC hydrolysis of nitrocefin, absorbance 480 nm, 0.01% Triton; Potency, µM (titrated, usually from 114 µM), for inactives: at the top dose activity change, negative = inhibition, hits mostly inhibitors; 370,000 tested, 0.041% active; AID 485294, 2010;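 note: potency is the fitted concentration of half-maximal effect; 0% = no-compound wells and -100% = no-enzyme wells; nearly all actives have a fitted effect of over 25% in size; some results filed as inactive show a strong effect at the top dose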
Target sequence (P00811 whole entry, looked up): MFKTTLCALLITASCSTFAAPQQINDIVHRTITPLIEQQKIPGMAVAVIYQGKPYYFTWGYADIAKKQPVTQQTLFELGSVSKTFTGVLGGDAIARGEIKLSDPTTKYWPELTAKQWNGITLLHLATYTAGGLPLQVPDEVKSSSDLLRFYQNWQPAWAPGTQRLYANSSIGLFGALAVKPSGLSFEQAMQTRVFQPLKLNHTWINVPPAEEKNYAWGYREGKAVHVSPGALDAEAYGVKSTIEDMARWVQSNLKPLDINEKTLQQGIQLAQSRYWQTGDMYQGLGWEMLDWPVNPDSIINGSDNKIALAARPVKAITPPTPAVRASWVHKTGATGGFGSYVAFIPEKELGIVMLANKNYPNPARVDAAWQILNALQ
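AmpC (5.3 nM in the dispensed reagent) in 20 mM phosphate pH 7.0 with 0.01% (detergent screen) or 0.0001% Triton X-100 was preincubated with compounds for 15 min at room temperature. Nitrocefin was then added from an 800 uM solution, and hydrolysis was followed at 480 nm.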
AMA1 RON2 block: qHTS for Inhibitors of AMA1-RON; Towards Development of Antimalarial Drug Lead: Primary Screen; AlphaScreen AMA1-biotinylated RON2 peptide binding; Potency, µM (highest dose often 58.2 µM), for the others: at the highest dose activity change, negative = inhibition, usual class: inhibitors; 360,000 tested, 0.2% active; AID 720542, 2013;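 note: potency is the fitted concentration of half-maximal effect; 0% = vehicle wells and -100% = peptide control; nearly all actives have a fitted effect of over 45% in size; some results filed as inactive show a strong effect at the top dose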
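AMA1 (3D7) with his tag at 25 nM final met compounds first, then biotinylated RON2 peptide at 25 nM; detection used donor plus acceptor beads, 10 µg/mL apiece, read by AlphaScreen after 30 min at room temperature.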
AmpC no deterg: qHTS Inhibitors of AmpC Beta-Lactamase (assay without detergent); P00811; AmpC nitrocefin hydrolysis, absorbance 480 nm, 0.0001% Triton; Potency, µM (highest dose often 57.1 µM), without a hit: top-dose activity change, negative = inhibition, usual class: inhibitors; 330,000 tested, 0.52% active; AID 485341, 2010;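 note: potency is the fitted concentration of half-maximal effect; plate controls were no compound for no effect and no enzyme for full effect; nearly all actives have a fitted effect of over 20% in size; some results filed as inactive show a strong effect at the top dose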
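AmpC (5.3 nM in the dispensed reagent) in 20 mM phosphate pH 7.0 with 0.01% (detergent screen) or 0.0001% Triton X-100 was preincubated with compounds for 15 min at room temperature. Nitrocefin was then added from an 800 uM solution, and hydrolysis was followed at 480 nm.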
* hit, by the source's call; u = inconclusive; x = no result given; & = joins results of further samples; [ ] = remark or other dose. Unless noted, calls come from the whole dose curve; as a rule, active = well fitted curve in the direction sought with a large enough effect; inconclusive = small, poorly fitted or top-dose-only effect, or another doubt; inactive = no such curve, though single readings can be large; an effect the other way counts as inactive or inconclusive. Unless noted, % is set by controls: 0 for no effect and ±100 for the full control effect.

structure	Giardia FBPA inh	HCMV antiviral	Sm TGR block	AmpC detergent	AMA1 RON2 block	AmpC no deterg
CC(=O)Nc1c(O)nc(SCC(=O)Nc2c(C)cccc2C)[nH]c1=O	-18%	72	-6%	0%	2%	-9%
CC(C)(C)c1cc(NC(=O)COC(=O)C2CC2)n(-c2ccccc2)n1	-2%	0	6%	1%	-1%	-7%
CC(OC(=O)c1cn(-c2ccccc2)nc1-c1cccnc1)C(N)=O (stereo not drawn)	-1%	-15	6%	-4%	-4%	27%
OCCNc1ncnc2c1sc1nc(N3CCOCC3)c3c(c12)CCC3	-21%	-33	-1%	-7%	2%	-9%
NS(=O)(=O)c1ccc(NS(=O)(=O)c2ccc(Br)cc2)cc1	-4%	-10	-10%	-1%	4%	-23%
CN(C)c1ccc(N=C/C=C2\N(C)c3ccccc3C2(C)C)cc1	-11%	-8	-41%	-5%	u	-8%
O=C(NCCC1=CCCCC1)c1cc(S(=O)(=O)N2CCOCC2)c(Cl)cc1Cl	x	-6	4%	-22%	11%	-12%
CC(=O)OCCCNc1cc(Sc2ccc(C)cc2)c2nonc2c1[N+](=O)[O-]	0%	26	8.9µM*	3%	-19%	-19%
O=C(COC(=O)c1nn(CCO)c(=O)c2ccccc12)Nc1ccc(Cl)c(Cl)c1	x	14	x	x	7%	154%[activator]
Cc1cc(C)cc(NC(=O)CN(C)CC(=O)N(CC(C)C)c2c(N)n(CC(C)C)c(=O)[nH]c2=O)c1	x	0	-3%	-4%	-7%	96%[activator]
CCC1C(=O)NCCN1C(=O)c1ccc2nc(Cc3ccc(OC)cc3)oc2c1 (stereo not drawn)	-9%	-38	5%	3%	22%	48%
COc1ccc(OCC(=O)N2CCN(C(=O)c3cccc(OC)c3)CC2)cc1	x	26	2%	7%	x	x
COc1ccc(NC(=O)CN2CCC(C(N)=O)CC2)cc1	2%	-3	-7%	-5%	52%[activator]	-23%
CCN1CCN(Cc2ccc(NC(=O)c3cc(NC(=O)c4ccc5n[nH]nc5c4)cc(OC)c3)cc2C(F)(F)F)CC1	4%	-7	8%	5%	56%[activator]	-19%
CSCSC1=C(C#N)C(c2ccc(Cl)cc2)C(C(C)=O)=C(C)N1 (stereo not drawn)	-9%	x	-21%	-2%	x	-23%
COc1ccc(N2C(N)=C(C#N)C(c3cccnc3)C3=C2CC(C)(C)CC3=O)cc1 (stereo not drawn)	-26%	7	10µM*	-2%	30%	-3%
Cc1ccc(S(=O)(=O)N2CCCC2C(=O)O)s1 (stereo not drawn)	2%	31	-1%	0%	0%	-4%
Cc1cc(C)c2c(CC(=O)N3CCN(c4cccc(Cl)c4)CC3)coc2c1	x	-8	25%	12%	x	x
COC(=O)c1ccc(NC(=O)c2cc(-c3ccccn3)nc3ccccc23)cc1	5%	20	9%	-6%	-9%	-29%
COc1cc2cc(C(=O)NCCc3ccccc3)[nH]c2cc1OC	-1%	5	89µM*	u	6%	-17%
CCCCN(CC(=O)NCc1ccc(Cl)cc1)S(=O)(=O)c1ccc2c(c1)OCCO2	0%	13	4%	-3%	-6%	-3%
O=C(Cc1ccccc1[N+](=O)[O-])OCN1C(=O)c2ccccc2C1=O	x	x	-4%	4%	-7%	-13%
CC1CCCN(S(=O)(=O)c2ccc(NC(=O)CNC3CCCC3)cc2)C1 (stereo not drawn)	-2%	u	-1%	u	10%	-21%
Nc1nonc1-n1nnc(C(=O)N/N=C/c2ccncc2)c1CSc1ccccc1	-1%	-24	-11%	-17%	8%	-9%
O=c1[nH][nH]c(=S)n1-c1ccccc1C(F)(F)F	18µM*	x	u	-3%	x	-6%
O=C(Nc1ccc(S(=O)(=O)NC2=NCCCCC2)cc1)c1cc(F)c(F)cc1Cl	x	-3	-1%	u	12%	-18%
COc1ccc(N(CC(=O)Nc2ccccc2C(=O)NCCc2ccccc2)S(C)(=O)=O)cc1OC	0%	44	-17%	-8%	-12%	34%
CC(C)COC(=O)CCNc1n[nH]c(=O)[nH]c1=O	1%	-33	3%	3%	11%	-16%
COCCn1c(SCC(=O)N2CCCc3ccccc32)nc2cccnc21	-22%	0	-28%	0%	18%	1%
CC(C)(C)C(=O)Nc1cccc(-c2cc(-c3c(Cl)cccc3Cl)no2)c1	-11%	-34	6%	-7%	10%	22%
O=C(CNc1ccccc1)c1ccc([N+](=O)[O-])cc1	0%	0	u	3%	2%	-31%
COc1ccc(Cn2c(SCc3ccc(C(=O)NC4CCCC4)cc3)nc3cccnc32)cc1	x	-8	-3%	17%	x	x
O=C(CSc1nnc(CNC(=O)c2cccc(F)c2)n1-c1ccccc1)Nc1ccccc1F	x	5	5%	-1%	x	x
Cc1cc(C)c(NC(=O)c2sc3nc(C)[nH]c(=O)c3c2C)c(C)c1	6%	96	14%	7%	x	-12%
CC(CN(C)Cc1ccccc1)OC(=O)c1ccc2c(c1)OCCO2 (stereo not drawn)	-8%	-19	1%	-8%	9%	-3%
CC(=O)c1ccc(NC(=O)Cn2nc(C)cc2C)cc1	4%	16	50%[activator]	-3%	-14%	-8%
CCCCn1c(N)c(N(CC(C)C)C(=O)COc2cc(C)ccc2Cl)c(=O)[nH]c1=O	x	-9	5%	-19%	4%	-36%
COc1ccc(/C=N/Nc2nc(-c3cccc(S(=O)(=O)N4CCCC4)c3)cs2)cc1OC	-6%	u	-1%	1%	15%	1%
Cc1cc(S(=O)(=O)N2CCCC2)ccc1OCC(=O)NC1CCCC1	4%	-9	7%	12%	-4%	53%
Cc1ccc2[nH]c(=O)c3cc(C(=O)N(C)C4CCCCC4)sc3c2c1	12%	-36	1%	-7%	22%	-21%

Not a retest: an excerpt of the list.
structure	Giardia FBPA inh	HCMV antiviral	Sm TGR block	AmpC detergent	AMA1 RON2 block	AmpC no deterg
CCCCN(CC(=O)NCc1ccc(Cl)cc1)S(=O)(=O)c1ccc2c(c1)OCCO2	0%	13	4%	-3%	-6%	-3%
O=C(Cc1ccccc1[N+](=O)[O-])OCN1C(=O)c2ccccc2C1=O	x	x	-4%	4%	-7%	-13%
CC1CCCN(S(=O)(=O)c2ccc(NC(=O)CNC3CCCC3)cc2)C1 (stereo not drawn)	-2%	u	-1%	u	10%	-21%

More compounds follow:
structure	Giardia FBPA inh	HCMV antiviral	Sm TGR block	AmpC detergent	AMA1 RON2 block	AmpC no deterg
Cc1cc(=O)c2n(Cc3ccc(Cl)cc3)nc[n+]2[nH]1	0%	18	-21%	5%	1%	-6%
COc1ccc(NC(=S)N2CCCC2)cc1	-10%	28	-4%	-6%	-4%[2.32 µM]	-2%
COc1ccccc1Nc1sc(C(=O)c2ccc(C)cc2C)c(N)c1S(=O)(=O)c1ccccc1	x	-6	3%	24%	x	x
Cc1ccc(-c2nnn(CC(=O)N(c3cccc(O)c3)C(C(=O)NC(C)(C)C)c3cccs3)n2)o1 (stereo not drawn)	0%	6	2%	-14%	-7%	-1%
COc1ccc(S(=O)(=O)NCCc2csc(-c3cccnc3)n2)cc1	4%	9	0%	u	0%	-5%
CCN1c2ccccc2-c2nc3ccccc3n2C1c1ccncc1 (stereo not drawn)	-5%	-34	0%	-11%	7%	-5%
COc1ccc(-c2nnc(S/C(=C/c3ccc(Cl)cc3)C(=O)O)o2)cc1	7%	-40	-1%	-13%	17%	-43%
CC(OC(=O)CCC(=O)N1CCN(S(=O)(=O)c2ccc3ccccc3c2)CC1)C(=O)NC(N)=O (stereo not drawn)	-4%	36	0%	u	27%	108%[activator]
CC1Cc2ccccc2N1Cc1cc(=O)c(OCC(=O)NCCc2ccccc2)co1 (stereo not drawn)	x	-28	-6%	0%	-5%	96%[activator]
COc1cccc(NC(=O)NC(=O)c2c(C)cc(Cl)nc2Cl)c1	-2%	-35	3%	-2%	0%	-9%
CCCCCn1c(N)c(C#N)c2nc3ccccc3nc21	-17%	-36	3%	-15%	36%[activator]	-18%
CCCCNC(=O)C(Cc1ccccc1)NS(=O)(=O)c1ccc2c(c1)c(=O)n(C)c(=O)n2C (stereo not drawn)	9%	u	0%&-1%	10%&-6%	10%	-20%
COC(=O)Cc1ccc(NC(=O)c2ccc3c(c2)C(=O)N(Cc2ccco2)C3=O)cc1	x	54	0%	-6%	-5%	0%
CCNCC(O)COCC(O)CNCC (stereo not drawn)	20%	21	-15%	-1%	48%[activator]	-19%
COc1ccc(C(=O)N/N=C(/C)c2ccc(N3CCCCC3)cc2)cc1	1%	47	1%	-2%	50%[activator]	-19%
Cc1oc(-c2ccccc2Cl)nc1CN1C(=O)CN=C(c2ccccc2)c2ccccc21	1%	-9	2%	-9%	-26%	132%[activator]
Cc1ccc(S(=O)(=O)N2CCN(c3ccccn3)CC2)cc1	2%	13	-6%	2%	-4%	-17%
O=C(CSC1CC(=O)N(CCc2ccccc2)C1=O)Nc1ccc(Cl)cc1 (stereo not drawn)	1%	-6	-3%	-3%	4%	-14%

A draw from above in order of formula weight, rising:
structure	Giardia FBPA inh	HCMV antiviral	Sm TGR block	AmpC detergent	AMA1 RON2 block	AmpC no deterg
CCN1c2ccccc2-c2nc3ccccc3n2C1c1ccncc1 (stereo not drawn)	-5%	-34	0%	-11%	7%	-5%
COC(=O)Cc1ccc(NC(=O)c2ccc3c(c2)C(=O)N(Cc2ccco2)C3=O)cc1	x	54	0%	-6%	-5%	0%
Cc1ccc(-c2nnn(CC(=O)N(c3cccc(O)c3)C(C(=O)NC(C)(C)C)c3cccs3)n2)o1 (stereo not drawn)	0%	6	2%	-14%	-7%	-1%

Compounds listed so far with a CF3 group, in the order listed:
structure	Giardia FBPA inh	HCMV antiviral	Sm TGR block	AmpC detergent	AMA1 RON2 block	AmpC no deterg
CCN1CCN(Cc2ccc(NC(=O)c3cc(NC(=O)c4ccc5n[nH]nc5c4)cc(OC)c3)cc2C(F)(F)F)CC1	4%	-7	8%	5%	56%[activator]	-19%
O=c1[nH][nH]c(=S)n1-c1ccccc1C(F)(F)F	18µM*	x	u	-3%	x	-6%

Compound activity as filed in PubChem.
